Screening results from PubChem.
PI5P4K alpha inh = blocks human PI5P4K alpha kinase activity | P48426 | PI5P4Kalpha enzyme, ADP-Glo luminescence, 60 min; active compounds read low | max response, % | 1.2% of 330,000 active | AID 652105; active = max response of -50% or lower; inconclusive = between -30% and -50%; inactive = -30% or higher; also: value at the top dose of about 77 µM; % is scaled to controls: 0 for no effect and ±100 for the full control effect
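Human PI5P4Kalpha with substrate in 0.038 M HEPES pH 7.4, 0.28 mM EGTA, 0.1% CHAPS, 5% DMSO; reaction started with 5 microM ATP (final), 60 min at room temperature. ADP formed read by ADP-Glo luminescence.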
PLK1 PBD block = inhibitors of human PLK1 polo-box domain binding. Plk1 PBD binding of FITC phosphopeptide, fluorescence polarization. P53350. Potency, µM, for inactives: max response, negative = inhibition, most hits filed as inhibitors. 2.8% of 360,000 active; also: potency is read from the fitted curve at half-maximal effect; series mostly up to about 57 µM; % is scaled to controls: 0 for no effect and ±100 for the full control effect; nearly all actives have a fitted effect of over 65% in size
EPAC1 agonist = activates human EPAC1 exchange factor; AID 720707; EPAC1 agonist qHTS, biochemical assay; response scale: 100% = response to 6.5 mM cAMP; 0.073% of 360,000 active; Potency, µM (doses to about 154 µM), without a hit: at the highest dose activation, most hits filed as activators; also: potency is read from the fitted curve at half-maximal effect; nearly all actives have a fitted effect of over 60% in size
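Nucleotide exchange assay: 100 nM EPAC1 with 250 nM Rap1B loaded with BODIPY-GDP and 50 uM GDP, room temperature. Fluorescence (480/540 nm) read every 5 min for 30 min; signal change normalized to 6.5 mM cAMP as full agonist.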
IL2 activator = activators of IL-2. 0.065% of 360,000 active. IL-2 activation reporter assay, cell-based qHTS; stimulated with anti-CD3/CD4/CD28 beads; in transgenic mouse T cells. activation, % (series mostly up to about 46 µM); in the data active = activation above about 50%; inconclusive = mostly about 30% to 49%; also: 0% is about no effect
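Screening format: compound pinned onto unstimulated transgenic mouse T cells, 60 min incubation, then anti-CD3/anti-CD4/anti-CD28 bead stimulation for 18 hours at 37 degrees C, followed by EGFP and DsRed detection.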
WRN inhibitor = inhibitors of human WRN helicase; Q14191; WRN helicase unwinding, fluorescent forked duplex, kinetic; Potency, µM (highest dose often 114 µM), without a hit: top-dose activity change, negative = inhibition, most hits filed as inhibitors; 0.46% of 360,000 active; AID 651768; also: potency is read from the fitted curve at half-maximal effect; % is scaled to controls: 0 for no effect and ±100 for the full control effect; nearly all actives have a fitted effect of over 55% in size
Target sequence (Q14191 whole entry, looked up): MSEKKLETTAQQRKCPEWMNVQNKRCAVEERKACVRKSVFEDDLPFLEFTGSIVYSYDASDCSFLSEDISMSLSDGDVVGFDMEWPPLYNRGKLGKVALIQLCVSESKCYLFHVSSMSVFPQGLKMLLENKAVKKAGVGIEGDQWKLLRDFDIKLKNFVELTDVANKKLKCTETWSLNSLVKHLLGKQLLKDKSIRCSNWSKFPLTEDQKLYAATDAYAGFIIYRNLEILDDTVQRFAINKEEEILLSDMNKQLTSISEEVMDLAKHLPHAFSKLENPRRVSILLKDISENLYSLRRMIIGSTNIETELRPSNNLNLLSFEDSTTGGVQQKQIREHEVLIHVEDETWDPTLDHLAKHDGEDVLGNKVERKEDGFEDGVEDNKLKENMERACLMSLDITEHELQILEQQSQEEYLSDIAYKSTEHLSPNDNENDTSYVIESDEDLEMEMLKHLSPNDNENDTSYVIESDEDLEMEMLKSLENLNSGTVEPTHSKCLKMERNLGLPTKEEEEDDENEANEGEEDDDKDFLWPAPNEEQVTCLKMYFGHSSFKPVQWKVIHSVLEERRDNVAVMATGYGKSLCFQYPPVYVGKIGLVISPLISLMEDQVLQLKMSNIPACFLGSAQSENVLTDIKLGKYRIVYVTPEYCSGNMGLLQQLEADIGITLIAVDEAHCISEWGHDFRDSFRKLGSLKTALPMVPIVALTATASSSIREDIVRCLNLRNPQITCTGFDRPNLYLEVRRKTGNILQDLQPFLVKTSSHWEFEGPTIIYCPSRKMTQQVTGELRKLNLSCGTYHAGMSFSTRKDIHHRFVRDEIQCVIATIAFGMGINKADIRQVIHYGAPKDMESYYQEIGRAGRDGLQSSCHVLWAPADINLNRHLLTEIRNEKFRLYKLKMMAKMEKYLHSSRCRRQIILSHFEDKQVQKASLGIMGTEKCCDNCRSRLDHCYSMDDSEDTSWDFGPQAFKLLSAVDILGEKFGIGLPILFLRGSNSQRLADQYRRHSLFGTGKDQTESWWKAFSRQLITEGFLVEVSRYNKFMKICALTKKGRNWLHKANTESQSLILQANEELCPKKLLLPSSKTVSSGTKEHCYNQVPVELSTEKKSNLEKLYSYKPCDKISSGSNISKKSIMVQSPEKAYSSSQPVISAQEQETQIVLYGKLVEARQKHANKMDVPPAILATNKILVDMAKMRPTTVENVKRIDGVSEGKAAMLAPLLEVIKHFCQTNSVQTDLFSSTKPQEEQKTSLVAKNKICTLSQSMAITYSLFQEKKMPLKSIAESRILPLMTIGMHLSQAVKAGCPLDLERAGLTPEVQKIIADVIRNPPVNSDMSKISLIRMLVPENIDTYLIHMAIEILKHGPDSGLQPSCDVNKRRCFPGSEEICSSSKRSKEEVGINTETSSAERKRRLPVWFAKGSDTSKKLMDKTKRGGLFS
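Enzyme (20 nM final) and test compound sit together 15 min at room temperature before substrate addition. Substrate is a single-forked duplex oligonucleotide (100 nM) labelled with fluorophore and quencher, with 2 mM ATP; helicase unwinding raises red fluorescence, read kinetically.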
Abeta yeast res = A-beta toxicity reversal in yeast; yeast expressing A-beta42, growth rescue, OD600, 48 h; response scale: 0% DMSO, 100% iron-clioquinol control; Potency, µM (top dose mostly 46.1 µM), inactives show at the top dose growth rescue, most hits filed as activators; 0.063% of 410,000 active; AID 1347071; also: potency is read from the fitted curve at half-maximal effect; nearly all actives have a fitted effect of over 55% in size
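Growth rescue measured by 600 nm absorbance after 48 h yeast culture at 30 C with compound. Values normalized between DMSO and an equimolar ferric chloride plus clioquinol control.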
aSyn rescue = rescues yeast growth from alpha-synuclein toxicity; Yeast expressing alpha-synuclein, growth rescue, BacTiter-Glo, 24 h; Potency, µM (doses to about 46.1 µM), inactives show at the highest dose growth rescue (activation), actives largely listed as activators; 0.14% of 370,000 active; also: potency is read from the fitted curve at half-maximal effect; % of control where 0% means no effect; nearly all actives have a fitted effect of over 65% in size
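Readout is rescue of growth in alpha-synuclein-expressing yeast, so inhibitors of toxicity appear as activators. Growth after 24 hr at 30 deg C in galactose medium is quantified by luminescence.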
FUS suppressor = FUS proteinopathy suppression in yeast. S. cerevisiae FUS-expressing, growth rescue, OD600, 24 h. Potency, µM (series often up to 76.6 µM), without a hit: top-dose growth rescue (activation), hits mostly activators. 0.24% of 390,000 active;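 also: potency is read from the fitted curve at half-maximal effect; plate controls were DMSO vehicle for no effect and reference control for full effect; nearly all actives have a fitted effect of over 55% in size; some results filed as inactive show a strong effect at the top dose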
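Absorbance at 600 nm, taken 24hr after compound addition, measured rescue of FUS-yeast growth at 30C. Induction used 2% galactose with seeding at OD 0.005. Controls: CP55940 from 92uM final, DMSO only.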
EPAC1 antagonist = blocks human EPAC1 exchange factor; O95398; EPAC1 GEF assay, Rap1b-BODIPY-GDP exchange fluorescence; Potency, µM (series often up to 115 µM), inactives show at the top dose activity change, negative = inhibition, usual class: inhibitors; 0.14% of 360,000 active; AID 720709;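 also: potency is read from the fitted curve at half-maximal effect; plate controls were vehicle for no effect and positive control for full effect; nearly all actives have a fitted effect of over 50% in size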
* hit, by the source's call; ? = inconclusive; . = not tested or not shown; & = joins results of further samples; [ ] = dose if it differs, or a comment. Unless noted, calls follow the shape of the dose curve; as a rule, active = well fitted curve in the direction sought with a large enough effect; inconclusive = small, poorly fitted or top-dose-only effect, or another doubt; inactive = no such curve, though single readings can be large; an effect the other way counts as inactive or inconclusive.

SMILES | PLK1 PBD block | FUS suppressor | EPAC1 agonist | PI5P4K alpha inh | WRN inhibitor | Abeta yeast res | EPAC1 antagonist | IL2 activator | aSyn rescue
O=C(Nc1nc2n(n1)C(c1ccccc1)C=C(c1ccccc1)N2)c1ccco1 (stereo unspecified) | -11% | -7% | 0% | 8 | 1% | 9% | 0% | -0.1 | 3%
CCCC(=O)Nc1cc(C)c(NC(=O)c2cccs2)cn1 | 2% | -1% | 0% | -3 | 2% | 10% | 7% | -4.2 | -5%
Cc1ccc(Nc2nc(N)nc(N)c2N=O)cc1C | -9% | -2% | 6% | -5 | -2% | -22% | -1% | -0.1 | -10%
c1ccc(-n2nnnc2NCCCN2CCOCC2)cc1 | 0% | -26% | 7% | 1 | -23%[57.1 µM] | 18% | 8% | -1.3 | 0%
COc1ccccc1Cc1c(C2CCCCC2)nc2c3ccccc3ccn12 | -18% | -2% | -6% | 6 | -2% | -24% | -20% | 0.7 | 10%
Cc1ccc(S(=O)(=O)NC(C)(C)CSc2ccccn2)cc1 | ? | . | 5% | -1 | -7% | -9% | 2% | -0.3 | 14%
COc1ccc(-c2sc3ccc(-c4ccc5c(c4)OCO5)cc3c2-c2ccc(OC)nc2)cc1 | -24% | -12% | 5% | 5 | 0% | -8% | -1% | 6.4 | -9%
Cc1cccc(CSc2[nH]c(=O)ncc2C)c1 | -20% | -1% | 3% | 0 | 8% | . | -11% | 1.7 | -4%
CCN1C/C(=C/c2ccc(N3CCOCC3)cc2)C(=O)/C(=C/c2ccc(N3CCOCC3)cc2)C1 | -16% | . | 63µM* | -1 | 79µM* | 7% | 39%[activator] | 5.8 | 4%
CN(C)S(=O)(=O)c1cccc(NC(=O)c2ccc(S(=O)(=O)N3CCCC3)cc2)c1 | -10% | 11% | 9% | -1 | 10% | 4% | -7% | -3.8 | -4%
O=S(=O)(/N=C(/Sc1ccccc1)c1ccccc1)c1ccccc1 | 1.9µM* | . | 11% | 0 | -35% | -1% | -4% | 0.1 | 17%
CCOc1ccc(N2C(=O)CC(SC(=NC)Nc3ccc4c(c3)OCO4)C2=O)cc1 (stereo unspecified) | -1% | 12% | -5% | 3 | 5%[57.1 µM] | 6% | 4% | -0.6 | ?
COc1cc(C2NC(=S)NC(O)(C(F)(F)F)C2C(=O)c2cccs2)cc(OC)c1O (stereo unspecified) | -3% | . | -6% | 2 | -3% | -11% | -17% | 0.3 | 3%
O=C1N2CCCCC1(c1ccccc1)CCCC2 | -12% | -10% | 2% | -9 | 0% | 9% | -3% | -0.3 | -14%
CC(=O)c1ccc(Nc2nc(C(N)Cc3ccc(C(F)(F)F)cc3)cs2)cc1 (stereo unspecified) | -4% | 10% | -12% | 0 | -7%[57.1 µM] | 0% | -13% | -0.5 | 0%
CC(C)n1c(CN2CCN(Cc3ccccc3)CC2)nc2ccccc21 | -6% | -18% | 6% | 0 | -2% | 6% | -5% | 2.8 | 17%
C=CCCC1CN(Cc2ccco2)S(=O)(=O)c2c(F)cccc2O1 (stereo unspecified) | -16% | 11% | -2% | ? | -22% | 13% | -14% | -0.3 | 8%
CCc1nnc(NC(=O)c2ccc(S(=O)(=O)N3CCN(Cc4ccccc4)CC3)cc2)s1 | 0%&-28% | -5% | 5% | . | -7% | 6% | -11% | -2.8 | 3%
CSc1ccccc1NC(=O)C1CC(c2c(F)cccc2Cl)=NO1 (stereo unspecified) | ? | 23% | 27% | -1 | -4% | 22% | 0% | 0.0 | -1%
CCCn1c(CCc2ccccc2)n[nH]c1=S | -5% | 6% | -10% | 1 | 13% | -2% | -12% | 1.4 | 6%
Cc1ccc(C(=O)NC(=O)CSc2ncccc2C(=O)O)cc1 | -11% | 9% | -2% | -10 | -18% | -10% | -14% | 1.3 | 6%
CN1CCN(CC(=O)N2c3ccccc3Sc3ccccc32)CC1 | -10% | -24% | -5% | -10 | 10% | -5% | 11% | 0.5 | 1%
COC(=O)c1onc(-c2c(OC)cc(OC)cc2OC)c1C(=O)OC | 6% | 8% | -3% | -3 | -17%[57.1 µM] | 9% | 24% | 1.7 | -3%
CCCN(c1ccc(OCC)cc1)c1ncnc2nc[nH]c12 | -10% | -5% | -9% | -3 | 2% | 6% | 2% | -0.6 | 3%
COc1cccc(N2C(=O)CC(c3c[nH]c4ccccc34)C2=O)c1 (stereo unspecified) | -7% | ? | 12% | -12 | -4% | 18% | -16% | 2.9 | 1%
CC(C)c1ccc(/C=N/NC(=O)c2c(Cl)cnn2C)cc1 | 4% | . | -8% | 3 | 0% | 5% | -14% | 0.6 | 0%
CCc1cc2c(=O)c(-c3ccc4c(c3)OCCO4)coc2c(CN2CCCCC2C)c1O (stereo unspecified) | -8% | 20% | 5% | 4 | -2% | 6% | -23% | -1.4 | 1%
O/N=C(\C[n+]1ccccc1)c1ccc(Br)cc1 | -3% | 5% | 15% | 5 | 2% | -4% | -12% | -0.2 | 1%
CCCC(=O)Nc1ccc(NCc2ccc(C)s2)cc1 | -19% | ? | 9% | 5 | -5% | 12% | -18% | 0.8 | -6%
NC(CSC12CC3CC(CC(C3)C1)C2)C(=O)O (stereo unspecified) | -7% | -3% | 4% | . | 279%[activator] | 8% | 0% | -0.9 | 6%
COc1ccc(C2CC(=O)c3cnc(Nc4cc(C)cc(C)c4)nc3C2)cc1 (stereo unspecified) | -7% | 30% | 2% | . | -6% | 16% | -1% | -1.1 | 7%
CCOc1ccc(N2C(=O)NC(Cc3c[nH]c4ccccc34)C2=O)cc1 (stereo unspecified) | 0% | -34% | -14% | -1 | -13% | 4%[9.22 µM] | -1% | -1.5 | -14%
COc1ccc(C(=O)NC2CCCc3c2cnn3-c2cc(F)cc(F)c2)c(OC)n1 (stereo unspecified) | -11% | 3% | -10% | 1 | 7% | -5% | -20% | -3.6 | 0%
O=C(CSc1cccc2cccnc12)N1CCCC1 | 3µM* | 9% | 2% | ? | -18% | -30% | -16% | -1.3 | -2%
Cc1c(NC(=O)C(C)Oc2cccc(Cl)c2)c(=O)n(-c2ccccc2)n1C (stereo unspecified) | -6% | 10% | 6% | -8 | -3% | 4% | 3% | -1.7 | -4%
CNNC(=O)C(=O)NNS(=O)(=O)c1ccccc1 | -5% | -28% | -2% | 2 | -18% | 10% | -5% | 2.3 | -1%
COc1cccc(/C=N/NC(=O)Cn2ccnc2C)c1 | 3% | . | -2% | 1 | -4% | 2% | -21% | -2.4 | 2%
Cn1c(=O)c2c(nc(NC3CCCCC3)n2Cc2ccccc2)n(C)c1=O | -7% | -19% | -15% | 1 | 2% | 3% | -7% | -1.3 | -11%
O=C(OCCNc1nc(-c2ccccc2)nc2ccccc12)c1cccnc1 | -8% | 15% | -2% | 0 | -14% | -9% | -20% | -0.2 | 17%
CC(NC(=O)NC1CCCCC1)C(c1cccs1)N1CCN(Cc2ccccc2)CC1 (stereo unspecified) | -5% | -19% | -2% | 3 | -2% | 5% | 0% | -2.3 | 4%
Cc1noc(C)c1NC(=O)Nc1cccc2c1O[C@H](CN(C)S(=O)(=O)c1cccs1)[C@@H](C)CN([C@H](C)CO)C2=O | -11% | 9% | 13% | -6 | -9% | 4% | -5% | 0.6 | -1%
COc1ccccc1CC(NC(C)=O)C(=O)NC1CCN(C(=O)Nc2cccc(F)c2)CC1 (stereo unspecified) | 5% | -16% | -8% | -7 | 2% | -10% | -7% | -0.5 | -8%
O=C(NCCCn1ccnc1)C(=O)c1cn(CC(=O)N2CCCCCC2)c2ccccc12 | 0% | 16% | -6% | 8 | -3% | 1% | 11% | 4.9 | -1%
COc1ccc(C)cc1-n1nnnc1SCC(=O)c1ccc2c(c1)OCCO2 | -5% | 23% | 9% | . | -3% | 13% | -14% | 0.0 | 0%
CC(=O)c1sc(NC(=O)CCCOc2ccc(Cl)cc2)nc1C | -7% | 14% | -3% | 1 | -32% | -19% | -7% | 1.2 | 1%
CN1CCN(C(=O)c2cccc3c(-c4ccc(F)c(F)c4)coc23)CC1 | -2% | -3% | -5% | 8 | -3% | -14% | -10% | 0.0 | -1%
CCOc1ccccc1NC(=O)CSc1nnc(CNC(=O)COc2ccc(Cl)cc2)o1 | -7% | 23% | -13% | -7 | 3% | -5% | -12% | -4.5 | -1%
Cc1ccc(S(=O)(=O)N2CCC(C(N)=O)CC2)cc1[N+](=O)[O-] | 8% | 3% | 0% | 0 | 5% | 7% | 0% | 0.9 | 8%
COc1ccccc1C(N)=S | -9% | -14% | 5% | -5 | 3% | 4% | 6% | -4.0 | 9%
CCOC(=O)N1CCN(C(=O)CSc2nc3c([nH]c4ccccc43)c(=O)n2CC)CC1 | -1% | . | 6% | -2 | -24% | -3% | -12% | -2.5 | 1%
CCCC(=O)N(CCN1CCOCC1)c1nc2c(OC)ccc(C)c2s1 | -10% | 21% | -3% | 4 | -3% | -6% | -22% | 0.2 | -5%
Cc1cc(C)c(CN2CCN(CCCn3ccc(NC(=O)OCc4ccccc4)nc3=O)CC2)c(C)c1 | -6% | -2% | -12% | 0 | -3% | -5% | -3% | -0.7 | -3%
COc1ccc(CCN(C)C(=O)CSc2ncnc3sccc23)cc1OC | -12% | -3% | -5% | -7 | 6%[57.1 µM] | 3% | -5% | -0.3 | 3%
Cc1[nH]nc2c1C(c1ccc(OC(=O)c3ccco3)cc1)C(C#N)=C(N)O2 (stereo unspecified) | -25% | 18% | 7% | -10 | -16% | -6% | 0% | 0.8 | 2%
COc1cccc(CC(NC(C)=O)C(=O)NC2CCN(c3c(Cc4ccccc4)c(C)nc4ncnn34)CC2)c1 (stereo unspecified) | 1% | 34% | 7% | 3 | -27%[57.1 µM] | 10% | 25% | 0.9 | 5%
Cc1cccc(S(=O)(=O)NCCc2cn3ccccc3n2)c1 | -3% | -32% | 6% | 9 | -1% | 10% | -14% | 1.8 | 2%
COc1cccc(NC(=O)[C@@H]2CCC(=O)N2C2OC(=O)c3ccccc32)c1 (stereo partly specified) | 8% | -14% | -11% | 5 | 5% | -4% | -1% | 1.6 | -6%
CCCCNC(=O)N1CCC(CCC(=O)N(C)Cc2ccccc2)CC1 | -3% | 8% | 2% | 4 | -4% | -9% | 5% | 0.9 | 20%
